GASC1 inh: KDM4C (human) demethylase inhibition. GST-KDM4C 2-372, H3K9me3 peptide, LANCE TR-FRET. Q9H3R0. inhibition, % at 12.5 µM. AID 720574. 96,000 tested, 0.15% active;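 active = mean replicate inhibition above about 25%, with at least 55% of replicates also reaching it, limit read from the data, passing the limit was not always enough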
Target sequence (Q9H3R0 2-372 limits assumed): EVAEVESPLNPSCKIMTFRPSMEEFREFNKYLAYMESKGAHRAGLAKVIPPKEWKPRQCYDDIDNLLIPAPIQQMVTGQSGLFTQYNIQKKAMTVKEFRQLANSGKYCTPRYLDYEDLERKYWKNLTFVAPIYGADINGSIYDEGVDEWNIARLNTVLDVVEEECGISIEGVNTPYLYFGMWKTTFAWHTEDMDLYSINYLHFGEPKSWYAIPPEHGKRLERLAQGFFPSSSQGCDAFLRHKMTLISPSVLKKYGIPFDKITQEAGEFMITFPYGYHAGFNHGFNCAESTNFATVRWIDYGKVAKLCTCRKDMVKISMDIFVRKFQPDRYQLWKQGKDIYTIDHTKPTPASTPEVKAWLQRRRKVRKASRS
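Test system: N-terminal GST-fused human GASC-1 (KDM4C) fragment, residues 2-372; quantity: GASC-1 enzyme at 10 nM final in reaction; dosing: single dose; schedule: 30 min demethylation and 1 h detection at room temperature; signal: LANCE TR-FRET, excitation 340 nm, emissions 618 and 671 nm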
C diff growth: blocks growth of Clostridium difficile; Clostridium difficile clinical isolate growth, OD600, 24 h; active compounds read low; growth activity, negative = inhibition, % at 16 µg/mL (by protocol); 86,000 tested, 0.25% active; AID 1259249;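 active = mean growth activity at or below -80% and every replicate also at or below -80%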;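 note: 0% = DMSO wells and -100% = levofloxacin 16 µg/mL wells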
Pf Dd2 inh: P. falciparum Dd2 growth inhibition; 94,000 tested, 2.3% active; SYBR Green, 72 h; active compounds read low; activity change, % at 10 µM; in the data active = activity change below about -80%
Tcruzi prolif: T. cruzi proliferation inhibition | 77,000 tested, 5.9% active | inhibition, % at 8.34 µM | T. cruzi beta-gal in NIH3T3, GalScreen luminescence, 90 h | AID 624255;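 active = mean inhibition above about 93%, with at least 55% of replicates each passing it, limit read from the data, passing the limit was not always enough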
* = called active by the depositor; / = no result given.

The first eight compounds (preview)
SMILES | GASC1 inh | C diff growth | Pf Dd2 inh | Tcruzi prolif
Cc1noc(C)c1NC(=O)N(C)C[C@@H]1Oc2c(NS(=O)(=O)c3cn(C)cn3)cccc2C(=O)N([C@H](C)CO)C[C@@H]1C | -0.5 | -1 | 32 | 99
O=C(NCC[C@@H]1CC[C@H](NC(=O)C2CC2)[C@@H](CO)O1)Nc1ccc(C(F)(F)F)cc1 | 2.6 | -94* | -38 | -7
C[C@H]1CN([C@@H](C)CO)C(=O)Cc2cc(NC(=O)CCC(F)(F)F)ccc2O[C@H]1CN(C)Cc1ccc(C(=O)O)cc1 | 0.6 | -1 | 7 | -19
C/C=C/c1ccc([C@@H]2[C@@H](CN(CC)C(=O)CN(C)C)N(C(C)=O)[C@H]2CO)cc1 | 0.5 | -5 | 17 | 26
C[C@@H]1CCCCO[C@@H](CN(C)Cc2ccncc2)[C@H](C)CN([C@@H](C)CO)C(=O)c2cc(NC(=O)C3CCCCC3)ccc2O1 | -1.5 | -4 | 10 | 57
C[C@H]1CN([C@@H](C)CO)C(=O)c2cc(-c3cncnc3)cnc2O[C@H]1CN(C)Cc1cncnc1 | 2.1 | 2 | 28 | 27
CCCC(=O)Nc1ccc2c(c1)C(=O)N(C)C[C@H](OC)[C@H](C)CN(Cc1ccccc1F)[C@H](C)CO2 | -0.1 | -7 | -47 | 33
CN(C)CC(=O)Nc1ccc2c(c1)[C@H]1C[C@@H](CC(=O)NCc3cc(F)ccc3F)O[C@H](CO)[C@H]1O2 | -2.1 | / | 30 | -42

The listing (from the top)
SMILES | GASC1 inh | C diff growth | Pf Dd2 inh | Tcruzi prolif
Cc1noc(C)c1NC(=O)N(C)C[C@@H]1Oc2c(NS(=O)(=O)c3cn(C)cn3)cccc2C(=O)N([C@H](C)CO)C[C@@H]1C | -0.5 | -1 | 32 | 99
O=C(NCC[C@@H]1CC[C@H](NC(=O)C2CC2)[C@@H](CO)O1)Nc1ccc(C(F)(F)F)cc1 | 2.6 | -94* | -38 | -7
C[C@H]1CN([C@@H](C)CO)C(=O)Cc2cc(NC(=O)CCC(F)(F)F)ccc2O[C@H]1CN(C)Cc1ccc(C(=O)O)cc1 | 0.6 | -1 | 7 | -19
C/C=C/c1ccc([C@@H]2[C@@H](CN(CC)C(=O)CN(C)C)N(C(C)=O)[C@H]2CO)cc1 | 0.5 | -5 | 17 | 26
C[C@@H]1CCCCO[C@@H](CN(C)Cc2ccncc2)[C@H](C)CN([C@@H](C)CO)C(=O)c2cc(NC(=O)C3CCCCC3)ccc2O1 | -1.5 | -4 | 10 | 57
C[C@H]1CN([C@@H](C)CO)C(=O)c2cc(-c3cncnc3)cnc2O[C@H]1CN(C)Cc1cncnc1 | 2.1 | 2 | 28 | 27
CCCC(=O)Nc1ccc2c(c1)C(=O)N(C)C[C@H](OC)[C@H](C)CN(Cc1ccccc1F)[C@H](C)CO2 | -0.1 | -7 | -47 | 33
CN(C)CC(=O)Nc1ccc2c(c1)[C@H]1C[C@@H](CC(=O)NCc3cc(F)ccc3F)O[C@H](CO)[C@H]1O2 | -2.1 | / | 30 | -42
C[C@H]1CN([C@@H](C)CO)C(=O)c2cc(NC(=O)Cn3cnnn3)ccc2O[C@@H]1CN(C)C(=O)Nc1ccccc1 | -0.2 | -1 | 14 | 9
COc1ccccc1NC(=O)Nc1ccc2c(c1)C(=O)N(C)C[C@@H](OC)[C@H](C)CN(C)[C@H](C)CO2 | 1.0 | / | -15 | 11
C[C@H]1CN([C@@H](C)CO)C(=O)c2cc(NS(=O)(=O)c3cn(C)cn3)ccc2O[C@H]1CN(C)S(=O)(=O)c1ccc(Cl)cc1 | -0.4 | -1 | 6 | 5
CO[C@@H]1CC[C@H]2CCOc3ccc(C#N)cc3C(=O)N(C)C[C@@H](c3ccccc3)CC(=O)N(C)C[C@H]1O2 | 2.0 | -5 | / | 21
C[C@@H]1CN([C@@H](C)CO)C(=O)c2cc(NC(=O)Cc3ccccc3)ccc2O[C@@H](C)CCCCO[C@@H]1CN(C)C(=O)Nc1ccc2c(c1)OCO2 | -0.3 | 0 | -52 | /
CCCC(=O)N1C[C@@H]2[C@H](c3ccccc31)[C@H](CO)N2C(=O)CC1CC1 | -0.8 | -4 | 5 | -1
O=C(N[C@H]1C=C[C@H](CC(=O)N2CCCCC2)O[C@@H]1CO)c1ccccn1 | 1.5 | / | 1 | -31
C/C=C/c1ccc([C@H]2[C@H](CO)N(C(=O)CN(C)C)C23CN(C(=O)C2CCOCC2)C3)cc1 | 1.5 | 1 | -10 | /
COc1ccccc1NC(=O)N[C@H]1CC[C@H](CCn2cc(-c3ccccc3OC)nn2)O[C@@H]1CO | / | 7 | 27 | 149*
C[C@@H]1CN([C@@H](C)CO)C(=O)c2cc(NC(=O)CCCN(C)C)ccc2O[C@@H](C)CCCCO[C@@H]1CN(C)C(=O)Cc1ccccc1 | 4.4 | 3 | / | 35
COc1cccc(S(=O)(=O)N[C@@H]2CC[C@@H](CC(=O)NCc3ccc(F)cc3)O[C@@H]2CO)c1 | -0.6 | -2 | -2 | 10
COC(=O)C[C@H]1CC[C@H]2[C@H](COc3ccc(NC(=O)Nc4ccc(Cl)cc4)cc3C(=O)N2C)O1 | -2.1 | 10 | 8 | 110*
C[C@@H]1CN([C@H](C)CO)C(=O)c2cc(C3=CCCCC3)cnc2O[C@H]1CN(C)C(=O)c1ccncc1 | 0.9 | 1 | 5 | 7
C[C@@H]1CCCCO[C@@H](CN(C)Cc2ccncc2)[C@@H](C)CN([C@H](C)CO)C(=O)c2cc(NC(=O)C3CCCCC3)ccc2O1 | 0.6 | 3 | / | 26
CC(C)NC(=O)Nc1ccc2c(c1)C(=O)N([C@H](C)CO)C[C@@H](C)[C@@H](CN(C)Cc1ccc(Cl)c(Cl)c1)O2 | -1.0 | 7 | 7 | 54
O=C(NC[C@@H]1CC[C@@H]2[C@@H](CN2Cc2cccc(Cl)c2)O1)C1CCOCC1 | / | -4 | -7 | /
C[C@H]1CN([C@@H](C)CO)C(=O)c2ccccc2-c2ccccc2CO[C@@H]1CN(C)S(=O)(=O)c1cccc(C#N)c1 | 2.0 | -6 | -44 | 47

(more compounds)
SMILES | GASC1 inh | C diff growth | Pf Dd2 inh | Tcruzi prolif
C[C@@H]1CCCCO[C@H](CN(C)C(=O)C2CCCCC2)[C@H](C)CN([C@H](C)CO)C(=O)c2cc(NC(=O)C3CCCCC3)ccc2O1 | -1.5 | 4 | -68 | 58
CC(C)c1cn(CC[C@@H]2CC[C@@H](NS(=O)(=O)c3ccccc3)[C@H](CO)O2)nn1 | 0.0 | -2 | 14 | 0
CC(C)NC(=O)Nc1ccc2c(c1)CC(=O)N([C@@H](C)CO)C[C@@H](C)[C@H](CN(C)C(=O)Nc1ccc(C(F)(F)F)cc1)O2 | -1.0 | -3 | -30 | /
COc1ccc(-c2ccc([C@@H]3[C@@H](CO)N4C(=O)CN(C(=O)C5CCC5)C[C@H]34)cc2)cc1 | -0.6 | -12 | -26 | /
O=C(NC1CCCC1)N1CCCCN2[C@H](C1)[C@H](c1ccc(-c3ccccc3)cc1)[C@@H]2CO | -1.0 | 2 | 0 | 80
C[C@@H]1CN([C@H](C)CO)C(=O)c2cc(NC(=O)Cc3cn(C)c4ccccc34)ccc2O[C@H]1CN(C)S(=O)(=O)c1cn(C)cn1 | -1.2 | / | 30 | -102
CO[C@H]1CN(C)C(=O)c2ccc(NC(=O)c3ccno3)cc2OC[C@H](C)NC[C@@H]1C | 0.5 | / | 6 | 21
COCC(=O)Nc1ccc2c(c1)C(=O)N(C)C[C@H](OC)[C@@H](C)CN(C(=O)Cc1ccccn1)[C@@H](C)CO2 | -0.2 | / | -45 | -13
CC(C)CC#Cc1ccc([C@H]2[C@@H](CO)N3C(=O)CN(C(=O)c4ccccn4)C[C@@H]23)cc1 | -0.3 | -11 | -37 | /
CO[C@@H]1CN(C)C(=O)c2cc(NC(=O)C3CCCC3)ccc2OC[C@@H](C)N(C)C[C@H]1C | -0.3 | / | / | -14
O=C(Nc1cc(F)ccc1F)N1CCCCN2[C@H](CO)[C@@H](c3ccc(-c4cccnc4)cc3)[C@H]2C1 | -0.6 | -10 | -26 | 61
N#C[C@H]1[C@H](c2ccccc2-c2cccc(F)c2)[C@@H](CO)N1C(=O)C1CCOCC1 | 1.5 | -5 | 5 | /
CCC(=O)N1CC(=O)N2[C@H](CO)[C@H](c3ccc(-c4cccc(C(=O)N(C)C)c4)cc3)[C@@H]2C1 | -0.8 | 0 | 19 | /
C[C@H](CO)N1C[C@H](C)[C@@H](CN(C)Cc2ccc(Oc3ccccc3)cc2)Oc2ccc(NC(=O)Cc3cn(C)c4ccccc34)cc2C1=O | 0.1 | 11 | -84* | 62
COc1ccc(NC(=O)N(C)C[C@@H]2OCCCC[C@@H](C)Oc3ccc(NC(=O)c4ccncc4)cc3C(=O)N([C@H](C)CO)C[C@H]2C)cc1 | 1.0 | 4 | 18 | 24
COc1ccc(NC(=O)N(C)C[C@H]2Oc3ccc(NS(=O)(=O)c4ccc(OC)cc4)cc3CC(=O)N([C@@H](C)CO)C[C@H]2C)cc1 | -0.7 | 7 | 31 | 4
O=C(C[C@H]1CC[C@@H](NC(=O)c2ccccn2)[C@H](CO)O1)NCc1cc(F)cc(F)c1 | -0.8 | 6 | 9 | -46
O=C(C[C@H]1C=C[C@H](NC(=O)C2CCC2)[C@H](CO)O1)NC1CCC1 | -3.5 | 2 | 0 | /
Cc1noc(C)c1S(=O)(=O)N(C)C[C@@H]1OCCCC[C@H](C)Oc2ccc(NC(=O)c3ccccc3)cc2C(=O)N([C@@H](C)CO)C[C@H]1C | -0.6 | -1 | -88* | 11
Cc1ccc(S(=O)(=O)Nc2ccc3c(c2)C(=O)N([C@@H](C)CO)C[C@@H](C)[C@@H](CN(C)C(=O)Nc2ccc(C(F)(F)F)cc2)OCCCC[C@H](C)O3)cc1 | 0.7 | -6 | -82* | 87
C[C@H](NC(=O)[C@@H]1[C@@H](CO)[C@@H]2Cn3c(cccc3=O)[C@H]1N2C(=O)C1CCCC1)c1ccccc1 | 1.9 | 7 | 5 | 74
CCN1[C@H](C(=O)NC2Cc3ccccc3C2)[C@@H](CO)[C@@H]2Cn3c(ccc(C4=CCCCC4)c3=O)[C@@H]21 | 11 | 9 | -11 | 89
C[C@@H]1CN([C@H](C)CO)C(=O)Cc2cc(NC(=O)Nc3ccc(C(F)(F)F)cc3)ccc2O[C@@H]1CN(C)CC1CCCCC1 | -2.5 | 39 | -16 | -9
CCC(=O)Nc1ccc2c(c1)C(=O)N(C)[C@H]1CC[C@H](CC(=O)N[C@H](C)c3ccccc3)O[C@@H]1CO2 | -1.7 | -4 | 11 | /
CC(C)NC(=O)N(C)C[C@@H]1OCCCC[C@H](C)Oc2ccc(NC(=O)C3CCCCC3)cc2C(=O)N([C@H](C)CO)C[C@H]1C | 0.1 | 12 | 12 | 17

Carrying on:
SMILES | GASC1 inh | C diff growth | Pf Dd2 inh | Tcruzi prolif
CC(C)NC(=O)N1C[C@@H]2[C@H](c3ccccc31)[C@H](CO)N2C(=O)c1ccc(F)cc1 | -0.6 | -3 | 3 | 21
C[C@H](CO)N1C[C@H](C)[C@@H](CN(C)Cc2ccc(-c3ccccc3)cc2)Oc2ccc(NS(=O)(=O)c3cn(C)cn3)cc2C1=O | 1.5 | -22 | -2 | 36
O=C1CN(S(=O)(=O)Cc2ccccc2)C[C@H]2[C@H](c3ccc(C#Cc4cccnc4)cc3)[C@H](CO)N12 | -1.0 | -3 | -54 | /
C[C@@H]1CN([C@H](C)CO)C(=O)c2cccc(NC(=O)Nc3ccccc3)c2O[C@@H]1CN(C)C(=O)Nc1ccc(C(F)(F)F)cc1 | 0.4 | 7 | -78 | 50
C[C@@H]1CN([C@@H](C)CO)S(=O)(=O)c2ccc(C#Cc3ccccn3)cc2O[C@H]1CN(C)C | 2.4 | -2 | -3 | /
CC(C)NC(=O)NCC[C@H]1CC[C@@H](NS(=O)(=O)c2ccc(Oc3ccccc3)cc2)[C@@H](CO)O1 | -0.8 | / | -27 | 27
C[C@H]1CN([C@@H](C)CO)C(=O)c2cccc(NS(=O)(=O)c3ccc(F)cc3)c2O[C@H]1CN(C)Cc1ccc(Oc2ccccc2)cc1 | 3.1 | / | -39 | 82
CO[C@H]1CN(C)C(=O)c2cc(NC(=O)C3CC3)ccc2OC[C@H](C)N(C(=O)c2ccccc2F)C[C@@H]1C | -0.5 | 2 | -3 | 31
CC(=O)N1[C@@H](CO)[C@@H]2c3ccccc3N(C(=O)c3ccc(F)cc3)C[C@@H]21 | -1.3 | 1 | -5 | 41
Cc1noc(C)c1S(=O)(=O)Nc1ccc2c(c1)CC(=O)N([C@H](C)CO)C[C@H](C)[C@@H](CN(C)C(=O)Nc1ccc(C(F)(F)F)cc1)O2 | 0.1 | 1 | 10 | -8
COc1ccccc1S(=O)(=O)N1C[C@@H](O)COC[C@@H]2O[C@@H](CC(=O)O)CC[C@H]21 | -1.5 | / | -1 | -7
C[C@@H]1CN([C@@H](C)CO)C(=O)c2cccc(NS(=O)(=O)c3cn(C)cn3)c2O[C@@H]1CN(C)Cc1ccc2c(c1)OCO2 | -1.1 | -1 | 52 | -58
CO[C@H]1CN(C)C(=O)c2ccc(NC(=O)c3ccc(F)cc3)cc2OC[C@H](C)N(C)C[C@H]1C | 0.1 | -1 | -23 | -8
N#C[C@@H]1[C@@H](c2ccc(C#CC3CCCCC3)cc2)[C@H](CO)N1C(=O)c1cccc(F)c1 | 0.1 | 7 | -50 | 92

This is a random part of the collection. Share with any hit: about 6.7%.
